Screening data from PubChem BioAssay.
aSyn yeast rescue = qHTS of alpha-syn Inhibitors: NCGC Sytravon Library Screen; S. cerevisiae alpha-synuclein toxicity rescue, BacTiter-Glo growth, 24 h; Potency, µM (top dose mostly 46.1 µM), for inactives: at the top dose growth rescue (activation), most hits filed as activators; hit rate 0.02% among 94,000; active = well fitted activation curve with a large enough effect; inconclusive = small, poorly fitted or top-dose-only effect; also: 0% is about no effect
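Growth restoration measured by BacTiter-Glo luminescence after 24 hr at 30 deg C; alpha-synuclein yeast, raffinose-pregrown to mid-log, were added at OD600=0.02 in galactose medium onto pinned compounds.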
An asterisk follows results filed as active; ? = inconclusive; & = joins results of further samples; [ ] = dose if it differs, or a comment. Potency is read from the fitted curve at half-maximal effect. Some of the compounds tested (hit frequency here may not be typical).

compound	aSyn yeast rescue
COC(=O)/C(=C/c1ccc2c(c1)c1ccccc1n2C)NC(=O)c1ccccc1	-10%
CCOc1ccccc1NC(=O)CN1C(=O)COc2ccc(S(=O)(=O)N3CCCCCC3)cc21	3%
CCOC(=O)C1CCN(S(=O)(=O)c2ccc(CC)cc2)CC1	11%
O=C1NC(=O)C(c2ccccc2)(c2ccccc2)N1S(=O)(=O)c1ccccc1	-9%
COc1cc(OC)cc(C(=O)Nc2ccc(S(=O)(=O)Nc3ncccn3)cc2)c1	2%
Cc1ccc(NC(=O)c2cccc(S(=O)(=O)N3CCN(C)CC3)c2)cc1F	-6%
COc1ccc(S(=O)(=O)N2Cc3ccccc3CC2C(=O)Nc2ccc(C)cc2)cc1OC (configuration not stated)	1%
COc1ccc(C2c3c(n(C)c4ccccc34)C(=O)N2CC(=O)Nc2cc(Cl)ccc2C)cc1 (configuration not stated)	-12%
CCOc1ccc(CNS(=O)(=O)c2cc3c(cc2C)NC(=O)CO3)cc1OC	-10%
COc1ccc(OC)c(N2C(N)=C(C#N)C(c3ccc(OC)c(O)c3)C3=C2CC(C)(C)CC3=O)c1 (configuration not stated)	-5%
CCCCCCn1c(=O)n2n(c1=O)[C@@H]1CN(S(=O)(=O)c3ccc(C)cc3)C[C@]1(O)[C@@H](OC(=O)NC1CCCC1)C2	3%
COc1ccc(-n2nc(N)c(C(N)=O)n2)cc1	8%

More records follow:
compound	aSyn yeast rescue
Cc1cc(-c2nc3ccccc3s2)ccc1NC(=O)c1cc(Cl)ccc1Cl	1%
CNC(=O)CC(C(=O)O)c1ccc(OCC(C)C)cc1 (configuration not stated)	4%
CCCCOC(=O)c1ccc(NC(=O)CC2NCCNC2=O)cc1 (configuration not stated)	-5%
CCOC(=O)CC(NC(=O)c1cc2c(=O)n3cccc(C)c3nc2s1)c1ccc(OCC(C)C)c(OC)c1 (configuration not stated)	-7%
Cc1cccc(NC(=S)NC2CC3C=CC2C3)c1 (configuration not stated)	-7%
CCOC(=O)C(CC)n1cnc2c(nnn2-c2ccc(F)cc2)c1=O (configuration not stated)	1%
CCOc1ccc(NC(=O)CSc2nnc(-c3ccncc3)n2-c2ccccc2)cc1	-7%
CCCc1nnc(NC(=O)Cc2coc3cc(C)cc(C)c23)s1	-6%
Cc1ccccc1C(=O)OCc1cc(=O)n2c(C)csc2n1	2%
COc1ccc(-c2cc(C)no2)cc1S(=O)(=O)N1CCCC(C)C1 (configuration not stated)	-3%
Fc1ccc(NCc2ccccc2-c2nnc(-c3ccccc3Cl)o2)cc1Cl	6%
NS(=O)(=O)c1ccc(CNC(=O)c2cc(S(=O)(=O)N3CCOCC3)ccc2N2CCCC2)cc1	-6%

The list goes on.
compound	aSyn yeast rescue
CCc1nnc(SCC(=O)Nc2cc(Cl)c(OC)cc2OC)c2cc3oc(C)cc3n12	-6%
COc1ccc(-c2noc(-c3cccc(OC)c3OC)n2)cc1	-13%
Cc1ccc(-c2csc(NC(=O)c3ccc(Br)cc3)c2C(=O)O)cc1	9%
O=C(NCc1ccc(F)cc1)N1CCN(S(=O)(=O)c2ccccc2F)CC1	0%
Cc1ccc(-n2c(=O)c3c4c(sc3n(Cc3cc(=O)n5ccccc5n3)c2=O)CCC4)cc1C	8%
COc1ccc(-n2c(-c3ccc(C(C)(C)C)cc3)n[nH]c2=S)c(OC)c1	-4%
CCCC(C)C(=O)Nc1ccc(S(=O)(=O)Nc2nccc(C)n2)cc1 (configuration not stated)	-2%
COc1cccc(-c2nn(-c3ccc(F)cc3)cc2C(=O)NCC2CCCO2)c1 (configuration not stated)	-6%
CN(Cc1ccccc1)C(=O)COC(=O)c1cncc(Br)c1	1%
Cc1cc(=O)n(Cc2cccc(F)c2)c2c1c(C)nn2-c1cccc(F)c1	-6%
COc1ccc(S(=O)(=O)N(C)C[C@@H]2OCCCC[C@H](C)Oc3ccc(NC(=O)Nc4ccc(C(F)(F)F)cc4)cc3C(=O)N([C@H](C)CO)C[C@H]2C)cc1	-4%
CC1=Nc2cc(C(=O)NC3CCC(C)CC3)ccc2Sc2c(C)ccc(C)c21 (configuration not stated)	6%

The results go on.
compound	aSyn yeast rescue
CCOC(=O)Nc1ccc2c(c1)N(C(=O)CN(C)C)c1ccccc1S2	-4%
C[C@H]1CN([C@@H](C)CO)C(=O)CCCn2cc(nn2)CO[C@@H]1CN(C)S(=O)(=O)c1cccc(F)c1	1%
COc1ccc(C2=C(C)C(N3CCC(C(=O)NCc4ccc(C)o4)CC3)=NS2(=O)=O)cc1	-1%
Cc1ccc(NC(=O)Cn2c(=O)n(CCCCC(=O)NCc3ccccc3Cl)c(=O)c3ccccc32)cc1	-6%
O=C(Cn1cc(SCc2ccc(Cl)cc2)c2ccccc21)N1CCCC1	2%
Cc1oc2ccc(O)c(CN3CCOCC3)c2c1C(=O)Nc1cccc(C(F)(F)F)c1	-7%
CCOC(=O)c1ccc(NC(=O)CSc2ncc(S(=O)(=O)c3ccc(C)c(Cl)c3)c(=O)[nH]2)cc1	-8%
CCOCCCN(C(=O)c1snc(C(N)=O)c1N)C(C(=O)NC1CCCC1)c1ccc(O)c(OC)c1 (configuration not stated)	-3%
CC/C(C)=N/NS(=O)(=O)c1ccc(C)c([N+](=O)[O-])c1	0%
CCN1CCN(c2c(S(=O)(=O)c3ccc(OC)cc3)cnc3cc(OC)c(OC)cc23)CC1	5%
COc1ccc(C)cc1S(=O)(=O)NCC(c1cccs1)S(=O)(=O)c1ccc(C)cc1 (configuration not stated)	9%
CCCN1CCN(CCCNC(=O)Cn2nc(C)n3c(cc4cc(F)ccc43)c2=O)CC1	-2%

(more compounds)
compound	aSyn yeast rescue
CCOc1ccccc1CNC(=O)CSc1n[nH]c(-c2ccccc2Cl)n1	2%
COc1ccc(NC(=O)COC(=O)CN2C(=O)C3CCCCC3C2=O)cc1 (configuration not stated)	1%
CC(=O)Nc1ccc(-c2csc(NC(=O)CN3C(=O)NC4(CCCC4)C3=O)n2)cc1	-2%
Cc1cccc(N2C(=O)CSC23C(=O)N(C)c2ccccc23)c1 (configuration not stated)	4%
COC(=O)COc1cccc(NC(=O)c2ccc(Cl)cc2)c1	-8%
COc1ccc(NC(=O)c2oc3ccccc3c2NC(=O)Cc2coc3cc(C)ccc23)cc1	2%
CC(C)Oc1ccc(S(=O)(=O)N2CCCCC2)cc1NC(=O)C1=NN(c2ccccc2)C(=O)CC1	11%
CCN(C(=O)CSc1nc2ccccc2o1)c1c(N)n(Cc2ccccc2)c(=O)[nH]c1=O	-2%
COc1ccc(NC(=O)CCn2cnc3onc(-c4ccc(F)cc4)c3c2=O)cc1OC	-4%
CCCC(CNC(C)=O)(C1=CCCCC1)c1ccccc1 (configuration not stated)	2%
O=C(/C=C\c1ccc2c(c1)OCO2)NC1CC(=O)N(c2ccccc2)C1 (configuration not stated)	-29%
N/C(=N\OC(=O)c1ccco1)c1cccc([N+](=O)[O-])c1	-1%

(more compounds)
compound	aSyn yeast rescue
O=C(CSc1ccc(-c2cccs2)nn1)Nc1ccccc1F	-9%
Cc1ccc(Cl)cc1N1CCN(S(=O)(=O)c2ccc3c(c2)CC(C)N3C(=O)C2CCC2)CC1 (configuration not stated)	-4%
Cc1ccc(S(=O)(=O)c2nnn3c2nc(N2CCCCC2)c2sccc23)cc1	-5%
O=C1NCCCC1C(=O)N/N=C/c1cccc(Cl)c1 (configuration not stated)	-7%
COc1cc(/C=C/C(=O)OCC(=O)N2CCCCCC2)cc(OC)c1OC	-8%
CCCc1noc(-c2ccc(NCc3ccccc3OC)c([N+](=O)[O-])c2)n1	-3%
CCCSc1nsc(NC(=O)CC)n1	-7%
N#CCN1CCN(CC(=O)c2ccc(Br)cc2)CC1	-17%
COc1cccc(-c2cn3c(n2)sc2cc(C(=O)NCc4cccs4)ccc23)c1	12%
CN1CCN(c2nnc(-c3ccc(F)cc3)c3ccccc23)CC1	0%
Cc1ccc(/C=C/C(=O)O)cc1S(=O)(=O)N1CCc2ccccc2C1	0%
COc1ccccc1NC(=O)C(Cc1ccccc1)NS(=O)(=O)c1ccc2c(c1)c(=O)n(C)c(=O)n2C (configuration not stated)	-12%

Other compounds
compound	aSyn yeast rescue
CCC(C)NC(=O)c1c(C)oc2ncn(CC(C)C)c(=O)c12 (configuration not stated)	-4%
COc1cccc(-n2nc(C#N)c(Cl)cc2=O)c1	-54%[inhibitor]
COC(=O)Cc1cccc2c(=O)c3ccccc3oc12	-5%
Cc1ccc(C)c(CNC(=O)c2cc3ccccn3n2)c1	6%
COc1ccccc1NC(=O)c1cn(-c2ccccc2)nc1-c1ccccc1	-9%
Cc1ccc(CNC(=O)c2cc3c(=O)n4cccc(C)c4nc3s2)cc1	-12%
Cc1cccnc1NC(=O)c1ccc(NS(=O)(=O)c2ccc3[nH]c(=O)[nH]c3c2)cc1	7%
CCc1c(C(=O)N/N=C/c2ccc(OCc3ccc(F)cc3)c(OC)c2)nnn1-c1nonc1N	4%
CC(=O)OCC1=C(C(=O)O)N2C(=O)C(NC(=O)Cn3nc(C(F)F)c(Cl)c3C)C2SC1 (configuration not stated)	-7%
CCOc1ccc(-c2nc(SCC(=O)Nc3ccc4c(c3)OCCO4)c(-c3ccc(F)cc3)[nH]2)cc1	1%
CCOC(=O)c1c(NC(=O)c2cc(-c3ccc(Br)cc3)on2)sc(C(C)=O)c1C	-10%
Cc1ccc(-n2c(SCc3ccccc3F)nc3[nH]ncc3c2=O)cc1C	21%

Compounds from the list above containing two or more sulfur atoms (seven):
compound	aSyn yeast rescue
NS(=O)(=O)c1ccc(CNC(=O)c2cc(S(=O)(=O)N3CCOCC3)ccc2N2CCCC2)cc1	-6%
CCOC(=O)c1ccc(NC(=O)CSc2ncc(S(=O)(=O)c3ccc(C)c(Cl)c3)c(=O)[nH]2)cc1	-8%
COc1ccc(C)cc1S(=O)(=O)NCC(c1cccs1)S(=O)(=O)c1ccc(C)cc1 (configuration not stated)	9%
O=C(CSc1ccc(-c2cccs2)nn1)Nc1ccccc1F	-9%
Cc1ccc(S(=O)(=O)c2nnn3c2nc(N2CCCCC2)c2sccc23)cc1	-5%
CCCSc1nsc(NC(=O)CC)n1	-7%
COc1cccc(-c2cn3c(n2)sc2cc(C(=O)NCc4cccs4)ccc23)c1	12%

Next entries follow.
compound	aSyn yeast rescue
Cn1c(C(=O)N2CCC(C(N)=O)CC2)cc2c(=O)n(C)c3ccccc3c21	-34%[inhibitor]
Cc1ccccc1-c1noc(-c2ccc(N3CCC(C)CC3)c([N+](=O)[O-])c2)n1	-2%
O=C(COC(=O)c1cc(=O)[nH]c2ccccc12)NC1CCCCCCC1	-1%
O=c1[nH]c(CSc2ncnc3sc(-c4ccccc4)cc23)nc2ccccc12	0%
COc1ccc(S(=O)(=O)NCCCO)cc1-c1nnc2c3ccccc3c(C)nn12	-10%
CCOC(=O)Cn1c(=O)n(CC2CCCO2)c2nc(-c3ccc(C)cc3)nc(C(N)=O)c21 (configuration not stated)	5%
Cc1cccc(Cn2c(CN3CCCC(C)C3)nc3c2c(=O)n(C)c(=O)n3C)c1 (configuration not stated)	-1%
CCN(CC)C(=O)C1CCN(S(=O)(=O)c2ccc(-n3cnnn3)cc2)CC1	-3%
CCCCNS(=O)(=O)c1ccc2nc(-c3cccnc3)cc(C(=O)NCCOC)c2c1	0%&1%
O=C(CCNC(=O)c1ccc(Br)cc1)Nc1cccc(S(=O)(=O)N2CCCC2)c1	-1%
CCCNC(=S)Nc1ccccc1	-1%
O=C(CN1C(=O)CSc2ccc(S(=O)(=O)N3CCOCC3)cc21)NCCc1ccccc1	-7%

Remaining list, next part
compound	aSyn yeast rescue
CC(=O)Nc1ccc(S(=O)(=O)N2CCN(Cc3cccc([N+](=O)[O-])c3)CC2)cc1	-7%
COc1ccc(Cl)cc1N(C)C(=O)Cc1noc2ccc(C)cc12	-5%
COC(=O)c1cc(NC(=O)c2ccccc2)c(=O)oc1/C=C/Nc1ccc(Oc2ccccc2)cc1	5%
COc1ccccc1NC(=S)NCC1CCC(CNC(=S)Nc2ccccc2OC)CC1 (configuration not stated)	0%
CC(C)Oc1ccc(CNC(=O)C(C)n2ccc3cc(S(=O)(=O)N4CCCCCC4)ccc32)cc1 (configuration not stated)	5%
COc1ccc(NC(=O)CSc2ccccc2)c([N+](=O)[O-])c1	15%
COc1ccc(-n2nc(C(=O)NCC(=O)N3CCCC3)c3ccccc3c2=O)cc1Cl	-6%
CC(C)CCNC(=O)Cn1c2c(c(-c3ccccc3Cl)cc1=O)CCC2	7%
O=C(/C=C/c1cc2ccccc2o1)c1ccccc1O	-7%
COc1ccc(Cl)cc1NC(=O)N1CCC2(CC1)Oc1ccccc1C(=O)N2Cc1ccc(F)cc1	2%
CCc1ccc(C(=O)CC2(O)C(=O)N(CCc3ccccc3)c3ccc(Br)cc32)cc1 (configuration not stated)	?
CCOc1ccc(-n2nc(CO)c(C(=O)NCc3ccc(Cl)cc3)n2)cc1	4%

Further results follow.
compound	aSyn yeast rescue
O=C(O)c1ccc2c(c1)N(Cc1ccccc1)C(=O)c1ccccc1S2	2%
CCN(CC)c1cc2c(cc1F)c(=O)c(S(=O)(=O)c1cccc(C)c1)cn2C	-3%
CCSc1nnc(NC(=O)Nc2cccc(C)c2)s1	-5%
CCOc1ccc(OCC)c(NC(=O)C2CCN(S(=O)(=O)c3ccc(Br)s3)CC2)c1	0%
CCC(=O)Nc1sc2c(c1C(=O)OC)CCN(Cc1ccccc1)C2	9%
